# Screening data (PubChem)
# HP1b chromo inh: blocks HP1-beta chromodomain binding to methylated histone tails | P83916 | AID 540317 | actives 0.56% (n = 390,000) | Potency, µM (titrated, usually from 114 µM), for the others: top-dose activity change, negative = inhibition, actives largely listed as inhibitors | AlphaScreen HP1-beta / biotin-H3K9me3 peptide binding; further: nearly all actives have a fitted effect of over 70% in size; inactives centre near 23
#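 HP1-beta protein (50 nM final) preincubated 30 min at room temperature with biotinylated H3(1-18)K9me3 peptide (50 nM) in PBS pH 7.4, 0.01% Tween-20, then compound added for 30 min. AlphaScreen streptavidin donor/nickel chelate acceptor beads (10 ug/mL final), 30 min dark, luminescence read.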
# JMJD2A Tudor: JMJD2A Tudor domain (human) inhibition | O75164 | AlphaScreen JMJD2A-Tudor / H3K4me3 peptide binding | Potency, µM (top dose mostly 114 µM), inactives show top-dose activity change, negative = inhibition, usual class: inhibitors | actives 4.4% (n = 390,000) | AID 504339; further: on the % scale 0 is the no-effect control and ±100 the full control effect; nearly all actives have a fitted effect of over 50% in size
# BLM helicase inh: inhibitors of human Bloom syndrome helicase BLM; P54132; recombinant BLM DNA unwinding, fluorescence dequenching; Potency, µM (highest dose often 56.1 µM), without a hit: at the highest dose activity change, negative = inhibition, most hits filed as inhibitors; actives 0.2% (n = 350,000); AID 2528;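 further: plate controls were vehicle for no effect and no enzyme for full effect; nearly all actives have a fitted effect of over 35% in size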
# G9a block: inhibitors of human histone lysine methyltransferase G9a; Q96KQ7; Potency, µM (series often up to 102 µM), for the others: top-dose activity, negative = inhibition, hits mostly inhibitors; G9a H3K9 monomethylation, AlphaScreen, 2 h; AID 504332; actives 8.8% (n = 350,000); further: on the % scale 0 is the no-effect control and ±100 the full control effect; nearly all actives have a fitted effect of over 75% in size
# Target sequence (Q96KQ7 913-1193 limits assumed): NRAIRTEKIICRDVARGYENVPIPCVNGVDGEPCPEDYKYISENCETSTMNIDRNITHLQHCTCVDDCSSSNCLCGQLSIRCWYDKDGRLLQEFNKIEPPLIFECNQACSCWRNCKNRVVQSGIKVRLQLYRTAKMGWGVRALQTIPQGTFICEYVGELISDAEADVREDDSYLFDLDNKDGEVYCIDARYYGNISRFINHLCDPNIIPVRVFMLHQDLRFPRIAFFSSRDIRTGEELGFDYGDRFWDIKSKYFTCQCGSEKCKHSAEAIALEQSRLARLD
#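 Signal arises when biotinylated H3K9 peptide, once monomethylated, bridges streptavidin donor and antibody-captured acceptor beads. Enzyme at 20 nM was preincubated 15 min with test compounds; peptide 500 nM and SAM 20 uM then reacted for 2 h.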
# BAZ2B block: inhibitors of human BAZ2B bromodomain; actives 4.4% (n = 360,000); AlphaScreen BAZ2B-H3K14Ac peptide displacement; Potency, µM (highest dose often 114 µM), for inactives: top-dose activity change, negative = inhibition, actives largely listed as inhibitors; Q9UIF8; further: on the % scale 0 is the no-effect control and ±100 the full control effect; nearly all actives have a fitted effect of over 60% in size
#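 Multi-concentration screen (max 110 uM) measuring displacement of acetylated histone H3 peptide from BAZ2B by AlphaScreen, using 50 nM protein, 50 nM peptide and 10 ug/mL streptavidin donor plus Ni-chelate acceptor beads.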
# Pol iota inh: DNA polymerase iota (human) inhibition | Q9UNA4 | Pol iota fluorescent replication assay, 10 min | Potency, µM (top dose mostly 115 µM), without a hit: at the highest dose activity, negative = inhibition, hits mostly inhibitors | actives 1% (n = 390,000) | AID 588590
#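 Fluorescent replication assay read twice, at 0 min and 10 min after adding 50 nM (final) substrate. Enzyme (10 nM) and compounds were first incubated 15 min at room temperature; enzyme-free buffer wells were negative controls.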
# Pin1 inhibitor: blocks the human prolyl isomerase Pin1. Q13526. Pin1 FP peptide displacement, HiFluor488, 10 min. Potency, µM (doses to about 115 µM), for the others: at the top dose activity, negative = inhibition, usual class: inhibitors. actives 0.009% (n = 390,000); active means well fitted inhibition curve with a large enough effect in the polarisation, with a control signal flat, not every such curve was filed as active; inconclusive means small, poorly fitted or top-dose-only effect, or effect the other way, or a change in a side signal; inactive means no such curve, though single readings can be large or run the other way; the % refers to the polarisation; further: on the % scale 0 is the no-effect control and ±100 the full control effect
# Target sequence (Q13526 whole entry, looked up): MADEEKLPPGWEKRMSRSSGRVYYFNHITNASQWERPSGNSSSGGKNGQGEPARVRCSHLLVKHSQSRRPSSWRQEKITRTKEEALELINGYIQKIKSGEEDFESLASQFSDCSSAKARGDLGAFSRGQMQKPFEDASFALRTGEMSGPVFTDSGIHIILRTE
# GLS inh: inhibitors of human glutaminase (GLS); O94925; GLS enzymatic activity, qHTS titration; Potency, µM (series often up to 45.5 µM), for inactives: at the top dose activity change, negative = inhibition, usual class: inhibitors; actives 0.21% (n = 410,000); further: on the % scale 0 is the no-effect control and ±100 the full control effect
#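 Glutamate formation by hKGA was monitored fluorometrically using coupled glutamate oxidase, HRP and Amplex Red. Substrate was added as 1 mM L-glutamine solution; incubation was 30 min at RT after an initial read.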
# Tb PGK inh: blocks T. brucei phosphoglycerate kinase. Potency, µM (highest dose often 57.5 µM), for the others: top-dose activity change, negative = inhibition, usual class: inhibitors. AID 602233. actives 0.043% (n = 380,000). PGK/GAPDH coupled, Kinase-Glo luminescence, 60 min. P07378; further: on the % scale 0 is the no-effect control and ±100 the full control effect; nearly all actives have a fitted effect of over 60% in size
# Target sequence (P07378 whole entry, looked up): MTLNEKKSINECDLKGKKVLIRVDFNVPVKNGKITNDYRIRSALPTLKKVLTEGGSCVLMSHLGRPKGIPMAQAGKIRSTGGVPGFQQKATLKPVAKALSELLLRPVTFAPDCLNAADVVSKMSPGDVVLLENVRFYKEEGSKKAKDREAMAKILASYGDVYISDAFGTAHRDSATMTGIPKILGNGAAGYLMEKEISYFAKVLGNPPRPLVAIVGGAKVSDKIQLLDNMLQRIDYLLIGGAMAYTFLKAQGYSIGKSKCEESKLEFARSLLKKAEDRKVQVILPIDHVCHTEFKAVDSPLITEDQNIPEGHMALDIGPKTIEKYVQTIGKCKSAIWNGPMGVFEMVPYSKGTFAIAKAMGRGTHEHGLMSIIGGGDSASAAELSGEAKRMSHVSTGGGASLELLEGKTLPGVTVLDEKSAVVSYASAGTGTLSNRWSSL
#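 Luminescent ATP detection (Kinase-Glo Plus) follows a 60-minute room-temperature incubation, with wells lacking PGK as controls. Buffer: 100 mM TEA (pH 7.6), 5 mM MgCl2, 0.01% Tween-20. Coupling enzyme GAPDH (100 nM final) supplies unstable 1,3-BPG in-well.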
# Active calls of the source: *; i = inactive; ? = inconclusive; nt = not tested or not shown; ! = not confirmed by another sample; [ ] = remark or other dose. Unless noted, the call rests on the fitted dose curve; in most records, active means well fitted curve in the direction sought with a large enough effect; inconclusive means small, poorly fitted or top-dose-only effect, or another doubt; inactive means no such curve, though single readings can be large; an effect the other way counts as inactive or inconclusive. Potency means the concentration at half of the fitted maximal effect. Not all compounds are listed; the hit share may differ from the screen's.
No.	mol	HP1b chromo inh	JMJD2A Tudor	BLM helicase inh	G9a block	BAZ2B block
1	Fc1ccc(Cn2nnnc2C(c2ccc(Cl)cc2)N2CC=C(c3ccc(F)cc3)CC2)cc1 (stereo not drawn)	20%	-17%	-5%	0%[59 µM]	-33%
2	CN1[C@@H]2CC[C@H]1CC(OC(=O)C1C=Nc3ccccc31)C2 (stereo partly drawn)	21%	-18%	2%	21%[59 µM]	-22%
3	CC(C)(C)c1ccc(OCCON2C(=O)CCC2=O)c(Cl)c1	41%[activator]	40%[activator]	-3%	9%	7%
4	COc1ccc(Cn2c(O)c(C=NCCN3CCOCC3)c(=O)[nH]c2=O)cc1	41%	-5%	0%	40µM*	-4%
5	Cc1ccc(NC(=O)Cn2cc(C(=O)c3ccccc3)c3ccccc32)cc1	38%	40µM*	-4%	-8%[59 µM]	-20%
6	Clc1ccc2sc(C3CCNCC3)nc2c1	-7%	-17%	1%	45µM*	2%
7	CCCCn1c(O)c(C(CC)=Nc2ccc(OC)cc2OC)c(=O)[nH]c1=O	-12%	?	-10%	-2%[12.7 µM]	?
8	COc1ccc(CCNC(=O)CCc2c(C)nc3c(-c4ccc(F)cc4)c(C)nn3c2C)cc1OC	48%[activator]	-9%	-4%	16%[59 µM]	-25%
9	COc1ccc(-n2nc(C(=O)NCC(=O)N3CCC4(CC3)OCCO4)c3ccccc3c2=O)cc1Cl	-3%	-11%	-2%	?	-1%
10	CC(=O)Nc1cccc([As](=O)(c2cccc(NC(C)=O)c2)c2cccc(NC(C)=O)c2)c1	19%	-1%	24%	11%	2%

No.	Pol iota inh	Pin1 inhibitor	GLS inh	Tb PGK inh
1	?	38%[activator]	3%	nt
2	-15%	12%	7%	1%
3	47%	?	4%	0%
4	0%	-2%	8%	-10%
5	5%	55%[activator]	2%	16%
6	177%[activator]	-1%	-8%	-1%
7	-9%	-6%	-24%	-6%
8	27%	-5%	4%	-2%
9	53%[activator]	-2%	0%	i
10	-7%	3%	-1%	-2%

# Two compounds from above, reduced to Pol iota inh and Pin1 inhibitor.
cpd	SMILES	Pol iota inh	Pin1 inhibitor
9	COc1ccc(-n2nc(C(=O)NCC(=O)N3CCC4(CC3)OCCO4)c3ccccc3c2=O)cc1Cl	53%[activator]	-2%
5	Cc1ccc(NC(=O)Cn2cc(C(=O)c3ccccc3)c3ccccc32)cc1	5%	55%[activator]

# Next structures:
No.	mol	HP1b chromo inh	JMJD2A Tudor	BLM helicase inh	G9a block	BAZ2B block
11	C[N+]1(C)CCOC(O)(c2ccc(-c3ccc(C4(O)C[N+](C)(C)CCO4)cc3)cc2)C1 (stereo not drawn)	31%	-10%	140%[activator]	20µM*!	6%
12	CN(C(=O)COC(=O)c1cn(C)c2ccccc12)C1CCCCC1	43%[activator]	1%	nt	25%[12.7 µM]	3%
13	COc1cc2c(cc1O)CC[n+]1cc3c(OC)c(OC)ccc3cc1-2	28%	-29%	70%[activator]	?	-5%
14	CN1CCN(c2ccc(S(C)(=O)=O)cc2[N+](=O)[O-])CC1	24%	2%	1%	-24%[59 µM]	-5%
15	COc1ccccc1N1CCN(CCc2ccccc2)CC1	6%	-6%	-3%	-21%	-32%
16	C=CCn1c(O)c(C(CC)=NCc2ccc3c(c2)OCO3)c(=O)[nH]c1=O	0%	-14%	-4%	nt	-5%
17	Cn1c(O)c(C=NC2CC3CCC2(C)C3(C)C)c(=O)[nH]c1=O (stereo not drawn)	12%	-13%	0%	8%	3%
18	COc1ccc(CC(C)NCCC(c2ccccc2)c2ccccc2)cc1 (stereo not drawn)	20%	-22%	3%	0%	-22%
19	O=C(CNC(=O)c1ccccc1)NCC(=O)OCC(=O)c1ccc([N+](=O)[O-])cc1	36%[activator]	13%	-1%	8.9µM*	-4%
20	CCn1cc2nc(SCc3cc(C)ccc3C)n(Cc3ccc(OC)cc3)c(=O)c2n1	5%	?	-4%	-28%[59 µM]	-13%

No.	Pol iota inh	Pin1 inhibitor	GLS inh	Tb PGK inh
11	?	-13%	-1%	-2%
12	42%[activator]	-9%	0%	-5%
13	?	-3%	41%[activator]	-11%
14	105%[activator]	0%	36%[activator]	-3%
15	1%	9%	22%	-8%
16	-14%	-4%	0%	-6%
17	11%	4%	0%	-2%
18	-18%	0%	10%	4%
19	14%	2%	-6%	-9%
20	-3%	?	-16%	-1%

# One compound at a time (already shown). Values in the order: HP1b chromo inh | JMJD2A Tudor | BLM helicase inh | G9a block | BAZ2B block | Pol iota inh | Pin1 inhibitor | GLS inh | Tb PGK inh
# `C=CCn1c(O)c(C(CC)=NCc2ccc3c(c2)OCO3)c(=O)[nH]c1=O` is listed with 0% | -14% | -4% | nt | -5% | -14% | -4% | 0% | -6%
# `COc1ccccc1N1CCN(CCc2ccccc2)CC1` is listed with 6% | -6% | -3% | -21% | -32% | 1% | 9% | 22% | -8%
# `C[N+]1(C)CCOC(O)(c2ccc(-c3ccc(C4(O)C[N+](C)(C)CCO4)cc3)cc2)C1` (stereo not drawn) is listed with 31% | -10% | 140%[activator] | 20µM*! | 6% | ? | -13% | -1% | -2%

# Additional entries.
No.	mol	HP1b chromo inh	JMJD2A Tudor	BLM helicase inh	G9a block	BAZ2B block
21	C[C@]12CCC3C(C1CCC2=O)[C@H](O)C[C@H]1C[C@@H](O)CC[C@]31C (stereo partly drawn)	20%	1%	nt	nt	nt
22	N#Cc1ccccc1Cn1cc(C(=O)c2cccs2)c2ccccc21	-13%	?	1%	5%[59 µM]	-12%
23	COc1cc(CC(C)N)c(OC)cc1I (stereo not drawn)	12%	-13%	nt	30%[59 µM]	nt
24	OC1/C(=C/c2ccccc2F)N2CCC1CC2 (stereo not drawn)	10%	-13%	-3%	1%	-2%
25	O=C(CN1CCN(c2ccccc2F)CC1)Nc1cccnc1Cl	15%	7%[57.1 µM]	-2%	33%	0%
26	CCC(=NCCC(c1ccccc1)c1ccccc1)c1c(O)n(C)c(=O)n(C)c1=O	28%	-10%	-8%	5%	1%
27	C[N+](C)(C)CC#CCOC(=O)Nc1cccc(Cl)c1	38%	-5%	1%	26%[12.7 µM]	nt
28	CCCCN1C(=O)NC(=O)/C(=C/c2cnc(SC)nc2)C1=O	-22%	?	0%	10µM*	-34%
29	CCC(=O)OC(Cc1ccccc1)(c1ccccc1)[C@H](C)CN(C)C (stereo partly drawn)	51%[activator]	-9%	nt	nt	nt
30	O=c1[nH]c(O)c(N=Nc2ccc(Cl)c(S(=O)(=O)Nc3ccccc3Cl)c2)c(=O)[nH]1	20%	-16%	nt	nt	nt

No.	Pol iota inh	Pin1 inhibitor	GLS inh	Tb PGK inh
21	24%	-2%	0%	-3%
22	13%	4%	3%	3%
23	3%[58.9 µM]	3%	-14%	-1%
24	131%[activator]	4%	5%	1%
25	14%	1%	-1%	-7%
26	16%	0%	3%	-2%
27	8%[58.9 µM]	-3%	-5%	-5%
28	-4%	7%	-13%	-7%
29	30%	0%	0%	i
30	46%[activator]	-10%	?	8%

# Exported screen by screen: entries from further up.
23	COc1cc(CC(C)N)c(OC)cc1I (stereo not drawn)
24	OC1/C(=C/c2ccccc2F)N2CCC1CC2 (stereo not drawn)
25	O=C(CN1CCN(c2ccccc2F)CC1)Nc1cccnc1Cl

assay / compound	23	24	25
HP1b chromo inh	12%	10%	15%
JMJD2A Tudor	-13%	-13%	7%[57.1 µM]
BLM helicase inh	nt	-3%	-2%
G9a block	30%[59 µM]	1%	33%
BAZ2B block	nt	-2%	0%
Pol iota inh	3%[58.9 µM]	131%[activator]	14%
Pin1 inhibitor	3%	4%	1%
GLS inh	-14%	5%	-1%
Tb PGK inh	-1%	1%	-7%

# Next section.
No.	mol	HP1b chromo inh	JMJD2A Tudor	BLM helicase inh	G9a block	BAZ2B block
31	Cc1ccc(-c2nc3ccccc3c(=O)n2-c2nccs2)cc1	18%	-19%	-1%	23%[59 µM]	9%
32	O=C1NC(=O)C(=Cc2ccc(Sc3ccccc3)o2)C(=O)N1	3%	?	-3%	-23%[12.7 µM]	?
33	CCCCN1CCC(C#N)(Nc2ccccc2)CC1	24%	-18%	-1%	-2%	-5%
34	CC1CCC(N(C)C2CCN(C)CC2)CC1 (stereo not drawn)	29%	3%	2%	?	-20%
35	COc1cc(C(=O)NC(=S)N2C[C@H]3C[C@H](C2)c2cccc(=O)n2C3)cc(OC)c1OC	19%	-9%	1%	25µM*	?
36	CC(C)(C)NC(=O)Cn1cc(C(=O)c2ccccc2F)c2ccccc21	74%[activator]	2%	0%	8%	8%
37	COc1ccc(C(CC(=O)N2CCC3(CC2)OCCO3)NS(=O)(=O)c2ccc(OC)cc2)cc1 (stereo not drawn)	1%	-4%	0%	-5%[12.7 µM]	8%
38	Cc1ccc(C(=O)N[C@@H](C)CN2C3=NC[C@H](Cc4ccccc4)N3C[C@H]2Cc2ccc(O)cc2)cc1Br	-20%	?	-8%	nt	?
39	Cc1nc2ccccc2c(=O)n1-c1ccc(Br)cc1[N+](=O)[O-]	-1%	-18%	-3%	nt	-9%
40	COCCNC(=O)c1c(N)n(CCC(C)C)c2nc3ccccc3nc12	137%[activator]	55%[activator]	?	80%[activator]	78%[activator]
41	Cc1cc(Cl)ccc1OC(C)C(=O)O (stereo not drawn)	12%	-17%	-5%	-14%[59 µM]	?

No.	Pol iota inh	Pin1 inhibitor	GLS inh	Tb PGK inh
31	8%	1%	0%	i
32	?	?	?	-1%
33	27%	-5%	0%	-7%
34	-14%	-3%	1%	-6%
35	5%	-6%	-6%	6%
36	15%	-8%	5%	3%
37	-6%	2%	5%	-5%
38	?	-2%	9%	-8%
39	-17%	2%	-13%	-1%
40	?	-1%	3%	-3%
41	-5%	-3%	7%	-3%
